Screening results as filed in PubChem.
mlh1 rad18 – NCI yeast anticancer drug screen, S. cerevisiae mlh1 rad18 strain; growth inhibition, % at 50 µM; 79,000 tested, 11% active; AID 175;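 note: 0% = growth of vehicle-only cultures of the same strain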
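Compound-treated yeast growth, normalised to vehicle controls. Strain bears defined DNA repair mutations.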
bub3 – NCI yeast anticancer drug screen, S. cerevisiae bub3 mutant strain | growth inhibition, % at 50 µM | 78,000 tested, 9.9% active;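 note: 0% = growth of vehicle-only cultures of the same strain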
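Screening used yeast with an engineered genetic alteration affecting cell cycle control. Compound-exposed cultures were compared with vehicle cultures, and reduced growth was taken as inhibition.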
yeast sgs1 mgt1 – NCI yeast anticancer drug screen, S. cerevisiae sgs1 mgt1 strain | % growth inhibition at 50 µM | 78,000 tested, 10% active;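 note: 0% = growth of vehicle-only cultures of the same strain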
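Read-out: growth inhibition vs vehicle controls. Cells: mutant yeast strain deficient in DNA damage repair.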
rad50 – NCI yeast anticancer drug screen, S. cerevisiae rad50 strain; growth inhibition, % at 50 µM; 79,000 tested, 10% active;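 note: 0% = growth of vehicle-only cultures of the same strain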
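Yeast carrying a defined DNA repair defect were exposed to test compounds, and growth was compared with vehicle-treated controls to give percent inhibition.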
mec2-1 – NCI yeast anticancer drug screen, S. cerevisiae mec2-1 strain | AID 157 | 79,000 tested, 9% active | % growth inhibition at 50 µM;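 note: 0% = growth of vehicle-only cultures of the same strain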
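mec2-1 yeast strain, carrying an alteration in DNA damage repair or cell cycle control, was exposed to compounds; growth inhibition was measured relative to vehicle-treated controls.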
cln2 rad14 – NCI yeast anticancer drug screen, S. cerevisiae cln2 rad14 strain. 78,000 tested, 8.3% active. growth inhibition, % at 50 µM;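 note: 0% = growth of vehicle-only cultures of the same strain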
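Readout is yeast growth inhibition versus vehicle-treated controls, using a strain with cln2 and rad14 alterations exposed to compound.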
* marks the source's active call; other numbers are inactive results; & = joins results of further samples. Cut-off read from the data, not from the text of the source: active = growth inhibition above about 70%; inactive = the rest.

SMILES	mlh1 rad18	bub3	yeast sgs1 mgt1	rad50	mec2-1	cln2 rad14
COc1ccccc1C(=O)N(Cc1ccccc1)c1ccc(Cl)c(C(=O)OC(C)C)c1	19	-8	-33	15	1	10
CC1CCC(=NNC(N)=O)CC1 (centres undefined)	-19	10	2	4	-11	35
[N-]=[N+]=NS(=O)(=O)CCc1ccc(Cl)cc1	5	-18	-12	5	-4	-55
NC(=O)CNC(=O)C1CCCN1C(=O)C1CCCCNOC(=O)CC[C@@H](NC(=O)OCC2c3ccccc3-c3ccccc32)C(=O)NC(Cc2c[nH]c3ccccc23)C(=O)N1 (some centres undefined)	-20	-16	-7	-10	-16	24
CCc1ccc2c(C#Cc3ccccc3)c3ccccc3c(C#Cc3ccccc3)c2c1	3	-1	-4	-30	-9	-26
CN1CC(=O)N2CCCCC2C(c2ccccc2)C1 (centres undefined)	-1	-9	0	-5	3	-35
O=C(O)CCCOc1ccccc1	-12	-22	-6	-8	-27	-44
Cc1cc(Cl)ccc1NC(=O)CC1SC(=NC(=O)c2ccccc2Cl)NC1=O (centres undefined)	92*	92*	91*	91*	94*	92*
CC(=O)OCC1OC(Oc2cccc(C=C(C(C)=O)C(C)=O)c2)C(OC(C)=O)C(OC(C)=O)C1OC(C)=O (centres undefined)	31	1	7	9	3	5
Nc1cccc(Cl)c1C(=O)O	-19	-26	-11	-28	-30	-12
O=C1CCc2nc3ccccc3c(=O)n21	4	-10	5	7	-1	46
CN(C)CCNC(=O)Nc1cccc2ccccc12	2	-6	-1	16	8	17
O=C(Nc1cc(Cl)ccc1Cl)Oc1ccc(Cl)cc1C(=O)c1ccccc1	-57	-35	-38	-45	-10	-17
CN(C)CC1CCCCCCCCCCC1=O (centres undefined)	-39&-11	-8&-43	-19&-17	-31&-25	-40&-43	-19&-26
CCOC(=O)c1c(C(=O)Nc2ccccc2)c(-c2ccccc2)n(NC(=O)c2cccc(Cl)c2)c1C	22	-5	4	18	10	7
CCCCCCCCCOCC(=O)O	6	2	8	34	6	3
Cc1noc2c1NC(=O)OCC2	-15	11	-4	3	1	-2
CCCCCC(=O)OC1CCC(C2CCCCC2)CC1 (centres undefined)	13	26	6	4	-3	-14
COc1cc2c(cc1OC)C(Cc1ccc(Oc3cc(CC4c5cc(OC)c(OC)cc5CCN4C)ccc3O)cc1)N(C)CC2 (centres undefined)	18	14	8	3	12	14
O=C(O)CCSSCCCS(=O)O	-2	0	36	-27	-3	19

Structures listed so far that contain a halogen (6):
SMILES	mlh1 rad18	bub3	yeast sgs1 mgt1	rad50	mec2-1	cln2 rad14
COc1ccccc1C(=O)N(Cc1ccccc1)c1ccc(Cl)c(C(=O)OC(C)C)c1	19	-8	-33	15	1	10
[N-]=[N+]=NS(=O)(=O)CCc1ccc(Cl)cc1	5	-18	-12	5	-4	-55
Cc1cc(Cl)ccc1NC(=O)CC1SC(=NC(=O)c2ccccc2Cl)NC1=O (centres undefined)	92*	92*	91*	91*	94*	92*
Nc1cccc(Cl)c1C(=O)O	-19	-26	-11	-28	-30	-12
O=C(Nc1cc(Cl)ccc1Cl)Oc1ccc(Cl)cc1C(=O)c1ccccc1	-57	-35	-38	-45	-10	-17
CCOC(=O)c1c(C(=O)Nc2ccccc2)c(-c2ccccc2)n(NC(=O)c2cccc(Cl)c2)c1C	22	-5	4	18	10	7

Later entries:
SMILES	mlh1 rad18	bub3	yeast sgs1 mgt1	rad50	mec2-1	cln2 rad14
COCN(CCc1ccccc1)CCN(C)C	16	2	35	1	5	7
Cc1ccc(SS(=O)(=O)c2ccc([N+](=O)[O-])cc2)cc1	17	-5	9	14	12	-29
Nc1ccc2c(c1)C(=O)c1ccccc1C2=O	-1	9	-13	4	-2	7
COc1ccc2c(c1)C(C)(C)C/C(=N\O)C2=O	0	-14	16	1	-14	-13
CCC(c1ccc(O)cc1)C(CC)c1ccc(O)c(O)c1 (centres undefined)	99*	100*	100*	100*	100*	99*
CC(C)CC1NC(=O)OC1=O (centres undefined)	0	1	-10	7	1	-18
O=C(CCC(=O)Nc1ccc(Cl)c(Cl)c1)Cc1nc2ccccc2o1	1	-14	-11	-8	-24	19
CCOC(=O)NCO	-1	1	10	-4	-1	2
O=c1[nH]nc(-c2ccc3c(c2)Cc2ccccc2-3)c2ccccc12	18	10	-24	13	0	-2
CN(N)C(=O)NCCCl	-2	-28	8	-9	-5	13
CCC(=O)Oc1cccc2ccccc12	-8	-25	-15	-14	-27	-14
CCC(=O)c1ccc(OC)cc1OC	-20	4	-5	-14	1	-2
CCCOC(=O)C#CC(=O)OCCC	75*	7	49	95*	63	94*
CCOC=NC1=C(C#N)CN(Cc2ccccc2)CC1	2	-11	6	-31	1	-1
[O-]c1c(-c2cccc3ccccc23)sc(-c2cccc3ccccc23)[n+]1-c1ccccc1	79*	46	50	71*	55	53
c1ccc2cc(Nc3ccc(Nc4ccc5ccccc5c4)cc3)ccc2c1	3	27	12	0	4	15
CCCCNC(=S)NC(=S)Nc1ccc(Cl)cc1	16	4	34	24	17	5
NC(=O)C1OCOC2C(CO)OCOC12 (centres undefined)	-6	-7	-3	-2	-14	-52
Cn1c(=O)c2sc3cc4c(cc3c2c2ccccc21)sc1c(=O)n(C)c2ccccc2c14	25	23	23	23	-8	4
COC(=O)C12OCC34C(CC(C(C)=O)C(C)(CC(=O)O)C3C(O)C1O)OC(=O)C(OC(=O)/C=C(\C)C(C)C)C24 (centres undefined)	7	8	0	10	21	9

Just mlh1 rad18 (2 entries from above):
mol	mlh1 rad18
COc1ccc2c(c1)C(C)(C)C/C(=N\O)C2=O	0
CCC(c1ccc(O)cc1)C(CC)c1ccc(O)c(O)c1 (centres undefined)	99*

Next part.
SMILES	mlh1 rad18	bub3	yeast sgs1 mgt1	rad50	mec2-1	cln2 rad14
OC1CCCN(CCNN2CCCC2)C1 (centres undefined)	15	2	15	18	10	31
NS(=O)(=O)c1cc2c(cc1Cl)NC(Cc1ccccc1)NS2(=O)=O (centres undefined)	18	0	-9	-21	-5	-7
O=c1[nH]c(=S)c2cncnc2n1C1OC(CO)C(O)C1O (centres undefined)	-26	-28	-7	16	12	10
Nc1nc(-c2ccccc2)nc2[nH]ncc12	6	2	-11	-5	-4	-10
Cc1cc2ccccc2cn1	25&5	11&6	19&6	29&1	17&-23	-34&-31
CCOC(=O)C1=C(C(C)=O)C(c2ccccc2[N+](=O)[O-])C(C(C)=O)=C(C(=O)OCC)N1	9	-9	-9	-7	10	-7
CC(=O)C1=C(O)C(Cc2ccccc2)NC1=O (centres undefined)	11	-18	2	12	0	-37
COC(=O)c1cc(-c2ccc([N+](=O)[O-])cc2)c2c(=O)n(-c3ccccc3)[nH]c2n1	92*	50	61	90*	91*	42
C=CCOC(=O)/C=C/C	-1	-3	-4	7	3	-11
OC12COc3ccccc3C1Oc1ccccc1C2 (centres undefined)	43	-33	1	-11	0	9
CCC(C)(C)Br	-44	-27	-22	-1	-2	-8
Nc1nc(CC2(O)CCCCC2)cc(-c2ccccc2)n1	45	46	21	49	30	55
CC12CCC(C/C1=N\N=C(N)N)C2(C)C (centres undefined)	6	-5	-2	8	-4	-37
CCOC(=O)C(C)c1nc2cc(C(F)(F)F)ccc2[nH]c1=O (centres undefined)	-21	20	8	4	7	8
CCc1cc(O)c([N+](=O)[O-])cc1[N+](=O)[O-]	-8	-17	21	-16	-4	-35
Brc1ccc(/C(=N/Nc2ccccc2)Oc2ccccc2)cc1	20	15	16	18	2	25
CCCNC1=C(OC)C(=O)C(NCCC)=C(OC)C1=O	-9	2	9	0	7	-47
ClC1(c2ccccc2)c2ccccc2-c2ccccc21	97*	96*	84*	92*	96*	9
CC(=O)N(C)SCC(NC(=O)C(Cc1ccccc1)NC(=O)OCC1c2ccccc2-c2ccccc21)C(=O)NC(Cc1ccccc1)C(=O)NC(Cc1cn(C=O)c2ccccc12)C(=O)NC(CCCCNC(=O)OCC1c2ccccc2-c2ccccc21)C(=O)NC(C(=O)NC(CSN(C)C(C)=O)C(=O)NC(C(N)=O)C(C)O)C(C)O (centres undefined)	84*	82*	65	87*	81*	82*
CC(=O)OC(CCN(C)C)c1ccccc1 (centres undefined)	-5	24	1	-1	-8	-34
C=C(C(=C)N1N=NC2C3CCC(C3)C21)N1N=NC2C3CCC(C3)C21 (centres undefined)	-8	-5	10	-6	-16	7
C(CC1CCNCC1)CC1CCNCC1	-65	12	-20	-40	-19	-24
O=C(O)C1CCCN1Cc1ccc2c(c1)OCO2 (centres undefined)	-37	-41	-34	-5	-20	-4
COc1cc(Oc2c(C)c(Cl)c(OC)c(Cl)c2OC)c2c(c1Cl)COC2=O	23	-6	16	28	-6	18
Cn1nc(-c2ccccc2)c(N=[N+]=[N-])cc1=O	-35	-11	-41	-18	15	-12
CCCNC(=O)/C=C/C(=O)NCCC	4	-6	-2	9	-1	-43
COc1cc(/C=C/C(=O)N[C@@H]2C(=O)N3[C@@H]2SC(C)(C)[C@@H]3C(=O)O)ccc1O	7	-15	-8	-7	-11	-2
CCCOC(=O)C1C(c2ccc(OC)cc2)NC(c2ccc(OC)cc2)C(C(=O)OCCC)S1(=O)=O (centres undefined)	-14	-19	-22	-40	-3	-5
COc1ccc(-n2c(=O)c(N=Nc3ccccc3)c(O)n(-c3ccccc3OC)c2=S)cc1	15	9	41	40	-14	-14
CC1C[N+](C)(C)C(C)C(=O)C1(c1ccccc1)c1ccccc1 (centres undefined)	19	28	-10	7	11	-13
CN(C)C1CCC2C3CC=C4CC(OC=O)CCC4(C)C3CCC21C (centres undefined)	46	49	65	71*	17	76*
CN=C(N)N/N=C(\C)c1ccc2c(ccc3ccccc32)c1	92*	88*	91*	89*	91*	91*
CC(=O)Oc1cc(Cl)ccc1Cc1ccc(Cl)cc1OC(C)=O	95*	95*	85*	95*	91*	91*
O=Cc1cccc(O)c1	3	-2	-1	-22	-34	-3
CCOc1ccccc1/C=C1\N=C(c2ccc(Cl)cc2)OC1=O	-48	6	23	15	3	15
CCn1cnc(CC(NC(=O)C(F)(F)F)C(=O)O)c1 (centres undefined)	12	-5	0	5	14	-4

A few values from the list.
CCn1cnc(CC(NC(=O)C(F)(F)F)C(=O)O)c1 (centres undefined) in yeast sgs1 mgt1 is entered as 0
CC(=O)Oc1cc(Cl)ccc1Cc1ccc(Cl)cc1OC(C)=O in bub3 is entered as 95*
